TAG inh – reduces triacylglycerol accumulation in H9c2 cells; Nile Red lipid (TAG) fluorescence; cells loaded with 200 µM oleic acid; inhibition, % at 12.5 µM; 0.66% of 230,000 active;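 active = pattern-corrected inhibition of lipid staining of at least 50% with the nuclear-stain viability signal not falling by more than 50%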;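 also: 0% = DMSO wells and 100% = triacsin C control wells; some results filed as inactive read as strong as hits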
TAG inh DAPI viability – further read-out of TAG inh, marked with its call; DAPI nuclei signal change (viability), lower = more cytotoxic, %;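 whole-well DAPI fluorescence read on a plate reader as a viability signal; minus 50 percent equals half of cells still viable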
An asterisk follows results filed as active; i = inactive. Not all compounds are listed; count on the stated rates, not on these rows.

The opening 16 records (preview)
SMILES	TAG inh	TAG inh DAPI viability
CCN(CC)C(=O)c1cn(C)c(=O)c2cc(OC)c(OC)cc12	1	4
Cc1ccccc1NC(=O)COC(=O)CN1C(=O)NC(C)(C)C1=O	3	-8
CC(C)C[C@H](NC(=O)c1[nH]cnc1C(=O)N[C@@H](C)C(=O)OCc1ccccc1)C(=O)OC(C)(C)C	3	-11
O=C(c1ccccc1NS(=O)(=O)c1cccs1)N1CCCC1	-7	-2
O=C(Nc1nnc(C2CC2)s1)c1cc(Cl)sc1Cl	-14	5
Cc1nc(N2CCOCC2)nc(N2CCC(C)CC2)c1[N+](=O)[O-]	1	3
COc1cc(NC(=O)c2cccs2)ccc1NC(=O)c1cc2ccccc2o1	25	i
O=C(N/N=C/c1ccco1)c1cc(C2CC2)[nH]n1	2	-3
COC(=O)C(NC(=O)c1cccnc1Cl)C(C)C (configuration not stated)	9	-15
C#CC(C)(C)NC(=S)NC1CC2C=CC1C2 (configuration not stated)	5	-5
CCOC(=O)N1CCC2(CC1)C(C#N)=C(N)Oc1n[nH]c(CSc3ccc(C)cc3)c12	14	-1
Cc1nnc2sc(SCC(=O)N3CCc4ccccc43)nn2c1=O	-9	0
CC(=O)c1ccc(-c2ccc(C(=O)NCC(c3ccco3)N(C)C)o2)cc1 (configuration not stated)	-4	22
C[C@@H]1CN([C@@H](C)CO)C(=O)CCCn2nncc2CO[C@H]1CN(C)S(=O)(=O)c1ccc(Oc2ccccc2)nc1	-5	5
CC1CC(C)(C)NC(=S)N1CCC(=O)NCCc1ccc(Cl)cc1 (configuration not stated)	7	-6
COc1ccc(-c2ccc3oc(-c4ccsc4)cc3c2)cc1	-1	-5

This part in full, from the start:
SMILES	TAG inh	TAG inh DAPI viability
CCN(CC)C(=O)c1cn(C)c(=O)c2cc(OC)c(OC)cc12	1	4
Cc1ccccc1NC(=O)COC(=O)CN1C(=O)NC(C)(C)C1=O	3	-8
CC(C)C[C@H](NC(=O)c1[nH]cnc1C(=O)N[C@@H](C)C(=O)OCc1ccccc1)C(=O)OC(C)(C)C	3	-11
O=C(c1ccccc1NS(=O)(=O)c1cccs1)N1CCCC1	-7	-2
O=C(Nc1nnc(C2CC2)s1)c1cc(Cl)sc1Cl	-14	5
Cc1nc(N2CCOCC2)nc(N2CCC(C)CC2)c1[N+](=O)[O-]	1	3
COc1cc(NC(=O)c2cccs2)ccc1NC(=O)c1cc2ccccc2o1	25	i
O=C(N/N=C/c1ccco1)c1cc(C2CC2)[nH]n1	2	-3
COC(=O)C(NC(=O)c1cccnc1Cl)C(C)C (configuration not stated)	9	-15
C#CC(C)(C)NC(=S)NC1CC2C=CC1C2 (configuration not stated)	5	-5
CCOC(=O)N1CCC2(CC1)C(C#N)=C(N)Oc1n[nH]c(CSc3ccc(C)cc3)c12	14	-1
Cc1nnc2sc(SCC(=O)N3CCc4ccccc43)nn2c1=O	-9	0
CC(=O)c1ccc(-c2ccc(C(=O)NCC(c3ccco3)N(C)C)o2)cc1 (configuration not stated)	-4	22
C[C@@H]1CN([C@@H](C)CO)C(=O)CCCn2nncc2CO[C@H]1CN(C)S(=O)(=O)c1ccc(Oc2ccccc2)nc1	-5	5
CC1CC(C)(C)NC(=S)N1CCC(=O)NCCc1ccc(Cl)cc1 (configuration not stated)	7	-6
COc1ccc(-c2ccc3oc(-c4ccsc4)cc3c2)cc1	-1	-5
CCn1ncc(NC(=S)NCCc2ccccc2)c1C(N)=O	-18	7
O=C(Nc1ccnn1C1CCN(C(=O)Cc2cccc(Cl)c2)CC1)C1CC1	-6	11
OCCC1CN(Cc2ccc(C(F)(F)F)cc2)CCN1Cc1ccccc1 (configuration not stated)	-40	7
O=S(=O)(c1cccs1)N1CCN(CC(O)COC2CCCc3ccccc32)CC1 (configuration not stated)	-3	1
Cn1nc(C(=O)NNC(=O)C(CCC(N)=O)NS(=O)(=O)c2ccc(Cl)cc2)c2ccccc2c1=O (configuration not stated)	18	-5
CC(NC(=O)c1ccco1)C(=O)N1CCN(S(=O)(=O)c2ccccc2C#N)CC1 (configuration not stated)	-2	-3
C/C(Cc1ccccc1)=N/NC(=O)CCCC(=O)N/N=C(/C)Cc1ccccc1	-3	-5
Cc1ccc(C(O)c2ncc(-c3ccccc3C)[nH]2)cc1F (configuration not stated)	-19	-4
Cc1ccc2c(C)c(C(=O)N3CCN(C4CCS(=O)(=O)C4)CC3)oc2c1C (configuration not stated)	-6	-5
COc1ccc(Cc2nnc(NC(=O)Cn3cnc4c3c(=O)n(C)c(=O)n4C)s2)cc1OC	0	-3
CC(C(=O)N1c2ccccc2CCc2ccccc21)n1nnc(-c2ccc(N(C)C)cc2)n1 (configuration not stated)	7	-3
Cc1ccc(-n2c(SCC(=O)NCc3ccco3)nc3c([nH]c4ccccc43)c2=O)cc1	5	-4
O=C(c1ccoc1)N1CCCC(CO)(CCCc2ccccc2)C1 (configuration not stated)	3	4
COc1ccc(CC(=O)Nc2ccc(-c3cn4cccc(C)c4n3)cc2)cc1OC	32	12
CCCN1Cc2cccc(C(=O)Nc3ccc(C)cc3)c2C1=O	45	-11
Cc1ccc(C(=O)NNC(=O)C(C)Oc2ccc3ccccc3c2)o1 (configuration not stated)	3	0
O=C(CCC1CCCC1)NC1CCCCC1	-29	2
Cc1cc(C)n2nc(C(=O)OCC(=O)NCc3ccc(Cl)cc3)nc2n1	13	-6
COc1ccc(Cl)c2c1[nH]c1nc(SCc3ccccn3)nnc12	15	-1
O=C(OCC(=O)N1CCc2ccccc21)c1ccccc1[N+](=O)[O-]	15	-2
COc1cc(/C=N/NC(N)=O)ccc1OCC(=O)Nc1cc(C)c(C)cc1Br	7	14
O=C(NCCO)c1cccc(-c2cnc3c(Nc4cccc(OC(F)(F)C(F)F)c4)nccn23)c1	12	1
Nc1nonc1-c1noc(CCCCCN2C(=O)c3ccccc3C2=O)n1	5	-14
CCOc1ccc(CCNC(=O)CN2C(=O)NC3(CCCCC3)C2=O)cc1OCC	42	-3
Cc1ccc(NC(=O)CCNC(=O)c2ccc(Br)cc2)cc1S(=O)(=O)N1CCOCC1	-15	4
O=S(=O)(c1ccc(Cl)cc1)c1nc(-c2ccco2)oc1N1CCCCC1	8	-4
Cn1c(C(=O)NN)cc2cc(OCc3ccccc3)ccc21	3	-4
O=C(COC(=O)c1ccc(Br)o1)Nc1ccc2c(c1)OCCO2	11	-3
CCCCOCCCNC(=O)/C=C/c1ccccc1Cl	4	-12
CCc1ccccc1NC(=S)N(CCc1ccncc1)C(C)C	-6	4
OC[C@H]1O[C@@H](c2nc(-c3ccc(CN4CCOCC4)cc3)no2)[C@H](O)[C@@H](O)[C@H]1O	-5	-1
CCn1c(=O)c(C(=O)Nc2ncccc2O)c(O)c2ccccc21	-2	-1
O=C(CS(=O)(=O)c1ccccc1)Nc1nc(-c2ccccc2)cs1	3	-5
CCOc1ccccc1OCCCCCc1c(C)n[nH]c1C	-24	3
COc1ccc(Cl)cc1NC(=O)C(C)Sc1n[nH]c(N)n1 (configuration not stated)	-26	-10
COc1ccc(S(=O)(=O)Nc2nncs2)cc1	10	-12
Cc1nn(Cc2nnc(SCC(=O)Nc3ccc(Cl)cc3)n2C)c(C)c1[N+](=O)[O-]	-2	-6
COc1ccc(/C=C(\NC(=O)c2ccc([N+](=O)[O-])cc2)C(=O)N2CCOCC2)cc1	2	-5
CC(C)(C#N)Cc1cc(CC(C)(C)C#N)cc(C(C)(C)C)c1	-5	3
O=C(c1cccc(S(=O)(=O)Nc2ccccc2F)c1)N1CCN(c2ccccc2F)CC1	-9	4
CCCCN(C=O)c1c(CC)nc2ccc(C(=O)NCCN(C)C)cn12	-10	4
Cc1ccnc(NC(=O)c2ccc(Cl)c(NC(=O)C(C)Oc3ccccc3)c2)c1 (configuration not stated)	-15	-9
N#Cc1cccc(-c2csc(C(O)(c3ccccc3)C(F)(F)F)n2)c1 (configuration not stated)	-11	17
COc1cccc(C(=O)N(C)CC2CCN(CCc3cccc(C(F)(F)F)c3)CC2)c1	-3	8
Next records:
SMILES	TAG inh	TAG inh DAPI viability
Cc1cc(NC(=O)CCC(=O)N(c2cccnc2)C(C(=O)NC2CCCC2)c2ccccc2)no1 (configuration not stated)	-3	3
O=C(OCc1c(-c2ccccc2)ncc2ccccc12)c1cccs1	-39	0
CCOC(=O)[C@H]1[C@H]2COc3ccc(Br)cc3[C@@H]2N2C(=O)CN(Cc3ccco3)C(=O)[C@@]12C	-1	-5
CCCOc1ccccc1C1C(C(=O)OC)=CN(C(C)C)C=C1C(=O)OC	1	50
CC(=O)Nc1ccc2c(c1)[nH]c(=O)c1ccccc12	9	0
COc1ccccc1N1CCN(C(CNC(=O)c2ccco2)c2cccnc2)CC1 (configuration not stated)	-15	6
CCOC(=O)C1(CCOc2ccccc2)CCN(S(=O)(=O)N(C)C)CC1	-1	-2
COc1cccc(C#Cc2ccc3c(c2)O[C@H](CN(C)C)[C@@H](C)CN([C@@H](C)CO)S3(=O)=O)c1	18	33
Cc1c(C(=O)N2CCC2)oc2ccc(Cl)cc12	14	-3
Cc1cc(C)n(-c2nc3c(c(=O)[nH]c(=O)n3C)n2CC(O)COc2ccccc2)n1 (configuration not stated)	8	-1
O=C(NCc1ccc2c(c1)OCO2)c1ccc(S(=O)(=O)N2CCCCC2)cc1	-11	10
O=C(CS(=O)c1ccccc1[N+](=O)[O-])Oc1ccc(Br)cc1 (configuration not stated)	-7	-6
O=C(CSc1nc(-c2ccccc2)c(-c2ccccc2)[nH]1)N1CCN(S(=O)(=O)c2ccccc2)CC1	27	-1
CC(C)c1nnc(NC(=O)CCC(=O)N2CCN(Cc3ccccc3)CC2)s1	27	-14
N#Cc1cnc(Nc2nc3ccccc3o2)nc1-c1ccccc1	-17	-1
CCC(=O)Nc1c(-c2ccc(OC)cc2)c(=O)c2ccccc2n1C	61*	-49*
COc1ccc(CNC(=O)Nc2cccc(Cl)c2)cc1	-49	-6
COc1cccc(CN(C)C(=O)c2ccc3c(=O)n4c(nc3c2)CCC4)c1	4	1
O=C(NCCc1c[nH]c2ccccc12)C(=O)NCC1OCCCN1S(=O)(=O)c1ccccc1 (configuration not stated)	3	-3
CCOC(=O)Cc1nc2ccccc2n(CC#N)c1=O	12	10
Cc1cc(C)n(CC(=O)NNC(=O)COc2ccc(F)cc2Br)n1	10	5
CN(C)/N=C/c1ccc(Sc2ccccc2[N+](=O)[O-])o1	0	-7
CC(=O)Oc1c(C)cc(Cl)cc1C(=O)Nc1ccc([N+](=O)[O-])cc1Cl	-15	-10
COc1ccc([N+](=O)[O-])cc1N(CC(=O)NCCCOC(C)C)S(C)(=O)=O	2	-3
CCCCN(CC)Cc1c(C)[nH]c2ccccc2c1=O	10	-8
CC(=O)O[C@@H]1C[C@H]2C(C)(C)C(=O)C=C[C@]2(C)[C@H]2CC[C@@]3(C)[C@H](c4ccoc4)OC(=O)[C@H]4O[C@]43[C@@]21C	3	-13
Cc1cc([N+](=O)[O-])nn1CC(=O)Nc1sc2c(c1C(N)=O)CCCC2	17	79
S=C(Nc1ccc(Br)cc1Cl)NC1CCN(Cc2ccccc2)CC1	-7	19
O=c1[nH]c2ccccc2n1Cc1ccc(Cl)cc1	1	-4
COc1ccc2c3n(nc2c1)CCN=C3c1cc(Cl)c(N)c(Cl)c1	7	-9
CC(=O)Nc1cccc2c1Cc1cc([N+](=O)[O-])ccc1-2	0	-8
CCOC(=O)C1=C(CCc2ccccc2)NC(=O)NC1c1ccc2ccccc2c1 (configuration not stated)	23	0
COc1ccc(Cn2c(=O)[nH]c3cc(C(=O)NCc4ccc5c(c4)OCO5)ccc3c2=O)cc1	21	-17
Cc1ccc(S(=O)(=O)N2CCCCC2CCNC(=O)C(=O)NCc2ccncc2)cc1 (configuration not stated)	12	-1
CN(Cc1ccccc1)C(=O)Cn1c(=O)oc2cc(S(=O)(=O)NCc3ccccc3)ccc21	-18	-2
Cc1nn(C)c(Oc2cccc(Cl)c2)c1C=O	17	-1
CC(C)[C@H](Nc1ncnc2c1oc1ccccc12)C(=O)O	-2	-2
Cc1ccc(/C=C2\CCC3=C2OC(N)=C(C#N)C3c2ccc(C)cc2)cc1 (configuration not stated)	-30	2
CCOc1cc(CNC2CCCC2)c(Cl)cc1OCC(=O)Nc1ccccc1	17	7
CC(C)C(=O)Nc1cccc(NC(=S)NC(=O)c2ccc([N+](=O)[O-])cc2)c1	3	-2
O=C(c1ccccc1)c1cc(Cl)ccc1N1C(=O)C=CC1=O	17	-7
O=C1c2ccc([N+](=O)[O-])cc2C(=O)N1c1ccc(Cl)cn1	0	0
CC(C)(C)OC(=O)N1CCN(C(=O)c2[nH]cnc2C(=O)NCC(=O)OCc2ccccc2)CC1	7	-15
Cc1n[nH]c(C)c1S(=O)(=O)N1CCCC(C(=O)NCc2ccc(F)cc2)C1 (configuration not stated)	-4	1
O=C(O)CSc1nnc(-c2ccccc2)c(-c2ccccc2)n1	8	7
CC1(C)NC(=O)N(CC(O)CN(Cc2ccccc2)Cc2ccccc2)C1=O (configuration not stated)	9	0
O=S(=O)(c1ccc(F)c(F)c1)N1CCN(Cc2ccc3c(c2)OCO3)CC1	-29	2
CCOc1ccc(-c2nc(S(=O)(=O)c3ccccc3)c(NC)o2)cc1	-1	2
COc1ccc(S(=O)(=O)ON=C2CC(C)(C)N(C(C)=O)C(C)(C)C2)cc1	2	-4
O=c1c([N+](=O)[O-])c(N2CCCC2)c2ccccc2n1-c1ccccc1	3	-6
CC(Cc1cccs1)NC(=O)Nc1ccc(Cl)cc1 (configuration not stated)	13	-13
Cc1sc(NC(=O)c2ccccc2)c(C(=O)NCCN(C)C)c1C	34	9
COc1ccc(NC(=O)C2Cc3c(-c4cccc(C(C)=O)c4)ccnc3O2)cn1 (configuration not stated)	35	-31
COc1ccc(-c2cc(C(F)F)n3ncc(C(=O)N4CCCCC4)c3n2)cc1	36	2
COC(=O)Cc1ccc(NC(=S)NCCCN2CCOCC2)cc1	16	-2
COc1nc(N/N=C/c2cc3c(cc2Br)OCO3)nc(N2CCOCC2)n1	3	-8
COc1ccc(CCCc2nnc(SCc3nc4ccccc4c(=O)[nH]3)n2C)cc1C	14	-3

Screens as filed in PubChem.
